From PubChem
IL-2 act = qHTS of IL-2 Activators; IL-2 activation reporter assay, cell-based qHTS; stimulated with anti-CD3/CD4/CD28 beads; in transgenic mouse T cells; activation, % (series mostly up to about 46 µM); actives 0.065% (n = 360,000); AID 652025, 2013; in the data active = activation above about 50%; inconclusive = mostly about 30% to 49%; note: 0% is about no effect
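Unstimulated transgenic mouse T cells; 60-min compound exposure; bead-based TCR/CD4/CD28 stimulation; 18 h culture, 37 degrees C; dual fluorescence (EGFP, DsRed) plate cytometry.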
EPAC1 antagonist = qHTS for Antagonist of cAMP-regulated guanine nucleotide exchange factor 3 (EPAC1): primary screen | AID 720709, 2013 | actives 0.14% (n = 360,000) | Rap guanine nucleotide exchange factor 3 (Homo sapiens), O95398 | Potency, µM (top dose mostly 115 µM), for inactives: at the top dose activity change, negative = inhibition, usual class: inhibitors | EPAC1 GEF assay, Rap1b-BODIPY-GDP exchange fluorescence;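 note: potency is the fitted concentration of half-maximal effect; plate controls were vehicle for no effect and positive control for full effect; nearly all actives have a fitted effect of over 50% in size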
PLK1 PBD inh = qHTS for Inhibitors of PLK1-PDB (polo-like kinase 1 - polo-box domain): Primary Screen. actives 2.8% (n = 360,000). Potency, µM, for the others: max response, negative = inhibition, usual class: inhibitors. AID 720504, 2013. Plk1 PBD binding of FITC phosphopeptide, fluorescence polarization; note: potency is the fitted concentration of half-maximal effect; series mostly up to about 57 µM; % is set by controls: 0 for no effect and ±100 for the full control effect; nearly all actives have a fitted effect of over 65% in size
PI5P4K alpha inh = qHTS for Inhibitors of phosphatidylinositol 5-phosphate 4-kinase (PI5P4K); Phosphatidylinositol 5-phosphate 4-kinase type-2 alpha (Homo sapiens), P48426; PI5P4Kalpha enzyme, ADP-Glo luminescence, 60 min; active compounds read low; max response, %; actives 1.2% (n = 330,000); AID 652105, 2013; active = max response of -50% or lower; inconclusive = between -30% and -50%; inactive = -30% or higher; note: value at the top dose of about 77 µM; % is set by controls: 0 for no effect and ±100 for the full control effect
Target sequence (P48426 whole entry, looked up): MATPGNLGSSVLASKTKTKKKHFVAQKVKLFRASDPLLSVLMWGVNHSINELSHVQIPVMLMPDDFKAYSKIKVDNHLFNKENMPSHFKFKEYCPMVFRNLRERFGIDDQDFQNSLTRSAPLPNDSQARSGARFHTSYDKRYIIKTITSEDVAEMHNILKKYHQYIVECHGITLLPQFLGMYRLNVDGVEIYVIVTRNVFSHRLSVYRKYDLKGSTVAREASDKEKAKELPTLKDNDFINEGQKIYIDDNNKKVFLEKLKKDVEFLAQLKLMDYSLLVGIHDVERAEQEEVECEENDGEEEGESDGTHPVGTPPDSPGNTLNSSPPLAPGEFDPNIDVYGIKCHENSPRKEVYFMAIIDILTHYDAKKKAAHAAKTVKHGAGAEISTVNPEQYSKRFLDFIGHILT
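ADP-Glo luminescence end-point read after a 60 min room-temperature kinase reaction of PI5P4Kalpha plus substrate, initiated with ATP at 5 microM final. Buffer: 0.038 M HEPES pH 7.4, EGTA, 0.1% CHAPS, 5% DMSO.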
WRN helicase inh = qHTS for Inhibitors of WRN Helicase | Potency, µM (highest dose often 114 µM), for inactives: at the highest dose activity change, negative = inhibition, usual class: inhibitors | actives 0.46% (n = 360,000) | WRN helicase unwinding, fluorescent forked duplex, kinetic | Bifunctional 3'-5' exonuclease/ATP-dependent helicase WRN (Homo sapiens), Q14191; note: potency is the fitted concentration of half-maximal effect; % is set by controls: 0 for no effect and ±100 for the full control effect; nearly all actives have a fitted effect of over 55% in size
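Enzyme (20 nM final) and test compound sit together 15 min at room temperature before substrate addition. Substrate is a single-forked duplex oligonucleotide (100 nM) labelled with fluorophore and quencher, with 2 mM ATP; helicase unwinding raises red fluorescence, read kinetically.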
CCT modulator = High-Throughput Screening for Modulators of Cytosolic Chaperonin Activity; purified chaperonin ATPase assay, HTRF ADP detection, 30 min; activity change, % (concentration not given with the values), hits read low; actives 0.3% (n = 360,000); AID 651819, 2012; in the data active = activity change below about -30%; note: % is set by controls: 0 for no effect and ±100 for the full control effect
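Nucleotide hydrolysis assay: TRiC at 20–40 nM final (set by batch activity) with 10 uM ATP, 30 min at 37 °C, in presence of 76 uM compound. Detection by competitive ADP HTRF, 30 min ambient.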
EPAC2 ag = qHTS for Agonist of cAMP-regulated guanine nucleotide exchange factor 4 (EPAC2): primary screen. Rap guanine nucleotide exchange factor 4 (Homo sapiens), Q8WZA2. EPAC2 activation, biochemical qHTS; response scale: 100% = 6.5 mM cAMP response. Potency, µM (titrated, usually from 154 µM), for inactives: at the highest dose activation, most hits filed as activators. actives 0.079% (n = 360,000). AID 720711, 2013; note: potency is the fitted concentration of half-maximal effect; nearly all actives have a fitted effect of over 50% in size
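Each well held 100 nM EPAC2, 250 nM RAP1B-BODIPY-GDP and 50 uM GDP. Fluorescence, read at 5-min intervals to 30 min, was referenced to a 6.5 mM cAMP positive control.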
EPAC1 ag = qHTS for Agonist of cAMP-regulated guanine nucleotide exchange factor 3 (EPAC1): primary screen | EPAC1 agonist qHTS, biochemical assay; response scale: 100% = response to 6.5 mM cAMP | AID 720707, 2013 | Potency, µM (highest dose often 154 µM), for the others: top-dose activation, hits mostly activators | Rap guanine nucleotide exchange factor 3 (Homo sapiens), O95398 | actives 0.073% (n = 360,000); note: potency is the fitted concentration of half-maximal effect; nearly all actives have a fitted effect of over 60% in size
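EPAC1 100 nM, Rap1B–BODIPY-GDP 250 nM, unlabeled GDP 50 uM; compound titration; 5 min RT; kinetic read ex480/em540 at 5-min intervals ×30 min; data normalized to 6.5 mM cAMP agonist control.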
Active calls of the source: *; ? = inconclusive; . = not tested or not shown; [ ] = dose if it differs, or a comment. Unless noted, calls come from the whole dose curve; as a rule, active = well fitted curve in the direction sought with a large enough effect; inconclusive = small, poorly fitted or top-dose-only effect, or another doubt; inactive = no such curve, though single readings can be large; an effect the other way counts as inactive or inconclusive.

molecule,IL-2 act,WRN helicase inh,PI5P4K alpha inh,EPAC1 antagonist,EPAC1 ag,EPAC2 ag,CCT modulator,PLK1 PBD inh
CC[C@]12c3[nH]c4cc(-c5ccco5)ccc4c3CCN1C(=O)[C@@H](CC(=O)NC(C)(C)C)C[C@@H]2C(=O)N1CCN(C(=O)c2ccco2)CC1,-0.2,-4%,1,-11%,-10%,-2%,-3.0,0%
Cc1ccc(NC(=O)c2cccnc2)cc1S(=O)(=O)N(C)C,0.2,0%,9,-24%,5%,6%,-1.8,-14%
O=C1CCCC(O)=C1C=Nc1ccc2c(c1)oc1ccccc12,-0.1,-7%,-3,-14%,1%,5%,-3.8,-10%
CCCn1c2ccccc2c2cnn(CC(=O)NCCCN3C(C)CCCC3C)c(=O)c21 (stereo unspecified),0.5,-1%,0,-12%,0%,7%,-0.3,-2%
Cc1ccc(C)n1-c1cc(S(=O)(=O)N2CCOCC2)ccc1N1CCCC1,-0.6,-10%,.,-4%,6%,4%,-3.0,-21%
CCC(=O)N1N=C(c2ccc(NS(C)(=O)=O)cc2)CC1c1ccc(C)cc1 (stereo unspecified),-2.4,2%,.,2%,6%,-2%,-2.7,-5%
Cc1sc2nc(C)n(/N=C/c3ccc(O)cc3)c(=O)c2c1C,-0.1,-16%,1,-10%,-3%,6%,-0.8,0%
COc1cc(C2C(C#N)=C(N)OC3=C2C(=O)CCC3)c([N+](=O)[O-])cc1OC (stereo unspecified),-1.4,?,-13,-17%,8%,2%,-1.5,?
CSc1nc(N2CCOCC2)c2c(c1C#N)CCCCC2,0.2,-5%,14,0%,2%,-1%[15.6 µM],1.6,-4%
O=C(NC1CCSC1=O)C1CCCCC1 (stereo unspecified),0.4,-4%[57.1 µM],1,-2%,8%,5%,2.1,5%

molecule,IL-2 act,WRN helicase inh,PI5P4K alpha inh,EPAC1 antagonist,EPAC1 ag,EPAC2 ag,CCT modulator,PLK1 PBD inh
Cc1ccc(N2CC(C(=O)N3CCCCCC3)CC2=O)cc1 (stereo unspecified),-1.9,10%,-9,15%,2%,6%,-1.9,-6%
COc1cccc(-c2cc(C(=O)N3CCc4ccccc4C3)no2)c1,0.1,-18%,.,-8%,14%,19%,-1.5,-8%
Cc1ccc(Sc2c(C(=O)Nc3ccc(F)cc3F)c(C(F)(F)F)nn2C)cc1,-2.4,-6%,.,-24%,13%,15%,0.0,-10%
CCC1(C)Cc2c(sc3nnn(CC(=O)Nc4ccccc4C)c(=O)c23)CO1 (stereo unspecified),-2.0,7%,.,4%,-1%,-10%,0.8,-10%
COc1ccc(/C=N/Nc2nc3ccccc3c(=O)[nH]2)cc1,-0.5,-7%,14,12%,8%,2%,1.8,-13%
COCCNC(=O)c1cc2sc3ccccc3c2s1,-2.1,11%,-2,0%,-1%,-7%,0.2,-3%
CCC(C)n1c(OC)nc2c1c(=O)n(C)c(=O)n2C (stereo unspecified),-4.7,?,-29,-22%,-1%,-5%,0.6,2.7µM*
C=CCC(C=C)S(=O)(=O)c1ccc(C)cc1 (stereo unspecified),-2.6,-5%,8,0%,7%,5%,-0.3,-1%
COC(=O)c1ccccc1NC(=O)C1CCCN(S(=O)(=O)c2ccc(OC)cc2)C1 (stereo unspecified),-0.1,-14%,0,0%,9%,1%,-0.3,-1%
COc1cccc(CC(=O)Nc2ccc(N3CCOCC3)c(S(=O)(=O)Nc3ccccc3OC)c2)c1,0.0,0%,1,-14%,-1%,10%,1.2,?

molecule,IL-2 act,WRN helicase inh,PI5P4K alpha inh,EPAC1 antagonist,EPAC1 ag,EPAC2 ag,CCT modulator,PLK1 PBD inh
NS(=O)(=O)c1ccc(CCNC(=O)c2ccc(CS(=O)(=O)c3ccc(Br)cc3)o2)cc1,-0.1,-6%,1,-5%,-3%,8%,1.5,-9%
CN(C)CCNC(=S)Nc1ccccc1Cl,0.0,6%,-2,-8%,1%,2%,1.1,-7%
COCc1cccc(-c2csc(C(C)(O)c3ccccc3)n2)c1 (stereo unspecified),-0.4,-2%,-2,0%,-11%,12%,-0.5,-2%
COc1cccc(OC)c1C(=O)Nc1cccc(C(=O)Nc2cccc(C(=O)O)c2)c1,-2.9,-2%,-4,2%,-1%,13%,-2.2,-4%
C[C@@H]1CN([C@H](C)CO)C(=O)CCCn2cc(nn2)CO[C@H]1CN(C)C(=O)Nc1ccccc1F,-1.4,0%,-8,3%,5%,4%,0.8,-9%
COc1ccc(C2c3c(oc4ccccc4c3=O)C(=O)N2c2ccccn2)cc1OC (stereo unspecified),0.0,4%,-3,-16%,8%,14%,-1.6,?
COc1ccc(CCNC(=O)c2ccc(OCC(=O)N3CCOCC3)c(OC)c2)cc1OC,-2.5,?,0,-23%,9%,9%,-1.0,-15%
CCOC(=O)C1(Cc2cccc(Cl)c2)CCCN(C(=O)c2ccc(COC)s2)C1 (stereo unspecified),-0.3,-7%,15,-12%,-3%,16%,-3.9,2%
COC(=O)c1ccccc1NC(=O)C1CC(=O)N(c2ccc(C)c(C)c2)C1 (stereo unspecified),0.4,-16%,.,2%,0%,-6%,1.3,-5%
O=C(COc1ccc2ccccc2c1)NNC(=O)C(=O)Nc1ccccc1,0.2,-18%,-15,16%,1%,13%,-3.2,-22%

molecule,IL-2 act,WRN helicase inh,PI5P4K alpha inh,EPAC1 antagonist,EPAC1 ag,EPAC2 ag,CCT modulator,PLK1 PBD inh
CCC1CCCCN1CCCNC(=O)c1cc2c(=O)[nH]c3ccccc3c2n1C (stereo unspecified),0.3,0%,-1,-1%,15%,5%,-2.0,1%
NC(=O)COC(=O)CN1C(=O)C2CCCCC2C1=O (stereo unspecified),-0.3,-3%,-7,-14%,-4%,0%,0.3,2%
CSc1nc(C)cc(Oc2ccc(=O)[nH]n2)n1,0.0,-5%,1,-12%,9%,8%,-0.2,-1%
CCCCCCn1c(=O)n2n(c1=O)C[C@]1(OC(=O)NCc3ccco3)CN(S(=O)(=O)c3ccc(C)cc3)C[C@]1(O)C2,-0.6,-6%,1,-16%,2%,5%,-0.3,-2%
CCOc1cc(CN2CCSCC2)ccc1O,-2.0,9%,.,-4%,4%,6%,-2.2,-9%
COc1ccc(C2=CC3=C(Br)C(=O)C(C)(OC(=O)c4ccco4)C(=O)C3=CO2)cc1 (stereo unspecified),-0.1,45µM*,-74*,?,-5%,17%,-5.4,9.5µM*
CCN(CC(=O)Nc1ccc(NC(C)=O)cc1)C(=O)c1ccc(C(=O)c2ccccc2)cc1,0.4,1%,-2,-10%,4%,8%,0.0,-2%
CCOC(=O)CSc1ncc(-c2ccccc2)cn1,-2.4,-9%,.,1%,2%,1%,1.1,-8%
Cc1[nH]c2ccccc2c1SCc1nnc(SCc2ccccc2)n1C,3.7,-22%,-3,9%,-1%,-3%,-2.6,-7%
O=C(O)Cn1nnc(-c2ccccc2)c1COc1ccccc1,-0.5,-5%,-5,-8%,-3%,2%,-0.6,-1%
CS(=O)(=O)c1ccc(-c2cccc(NC(=O)COc3ccc(Cl)cc3)c2)nn1,-0.3,-5%,3,-15%,-9%,-4%,4.1,?

Some of these compounds in order of number of heavy atoms, falling:
molecule,IL-2 act,WRN helicase inh,PI5P4K alpha inh,EPAC1 antagonist,EPAC1 ag,EPAC2 ag,CCT modulator,PLK1 PBD inh
CCCCCCn1c(=O)n2n(c1=O)C[C@]1(OC(=O)NCc3ccco3)CN(S(=O)(=O)c3ccc(C)cc3)C[C@]1(O)C2,-0.6,-6%,1,-16%,2%,5%,-0.3,-2%
COc1ccc(C2=CC3=C(Br)C(=O)C(C)(OC(=O)c4ccco4)C(=O)C3=CO2)cc1 (stereo unspecified),-0.1,45µM*,-74*,?,-5%,17%,-5.4,9.5µM*
CCC1CCCCN1CCCNC(=O)c1cc2c(=O)[nH]c3ccccc3c2n1C (stereo unspecified),0.3,0%,-1,-1%,15%,5%,-2.0,1%
CS(=O)(=O)c1ccc(-c2cccc(NC(=O)COc3ccc(Cl)cc3)c2)nn1,-0.3,-5%,3,-15%,-9%,-4%,4.1,?
O=C(O)Cn1nnc(-c2ccccc2)c1COc1ccccc1,-0.5,-5%,-5,-8%,-3%,2%,-0.6,-1%
CCOc1cc(CN2CCSCC2)ccc1O,-2.0,9%,.,-4%,4%,6%,-2.2,-9%

Not all compounds are listed, so the mix of outcomes need not match the whole.
